Source: PubChem BioAssay
AID inhibitor: Primary qHTS assay for inhibitors of Activation Induced Cytidine Deaminase (AID): AID signal. AID deamination FRET fluorescence, UDG-coupled, 4 h. Potency, µM (titrated, usually from 115 µM), for the others: at the highest dose activity change, negative = inhibition, actives largely listed as inhibitors. actives 0.32% (n = 91,000). AID 1347428, 2020; further: nearly all actives have a fitted effect of over 25% in size
Target sequence (Q9GZX7 whole entry, looked up): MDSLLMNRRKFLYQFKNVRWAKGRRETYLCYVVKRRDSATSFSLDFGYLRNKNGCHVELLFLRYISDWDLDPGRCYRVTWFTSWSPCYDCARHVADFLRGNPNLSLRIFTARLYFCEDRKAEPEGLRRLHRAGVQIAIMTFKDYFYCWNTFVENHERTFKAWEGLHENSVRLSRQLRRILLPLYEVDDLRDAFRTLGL
UDG counterscr: Primary qHTS assay for inhibitors of Activation Induced Cytidine Deaminase (AID): UDG Counterscreen signal; AID 1347430, 2020; Uracil-DNA glycosylase; actives 0.14% (n = 91,000); FRET deamination/UDG coupled assay, UDG read, 4 h; Potency, µM (top dose mostly 115 µM), for the others: at the highest dose activity change, negative = inhibition, actives largely listed as inhibitors; further: nearly all actives have a fitted effect of over 65% in size
An asterisk follows results filed as active; ? = inconclusive; & = joins results of further samples; [ ] = another dose, or the depositor's remark. The call rests on the fitted dose curve; in most records, active means well fitted curve in the direction sought with a large enough effect; inconclusive means small, poorly fitted or top-dose-only effect, or another doubt; inactive means no such curve, though single readings can be large; an effect the other way counts as inactive or inconclusive. On the % scale 0 is the no-effect control and ±100 the full control effect; potency means the concentration at half of the fitted maximal effect.

SMILES	AID inhibitor	UDG counterscr
COc1ccc2[nH]c(=O)c(CN(C(=O)c3ccccn3)C3CCCCC3)cc2c1	-3%	-1%
COc1cc(OC)cc(C(=O)NCC(c2cccs2)S(=O)(=O)c2ccc(F)c(C)c2)c1 (configuration not stated)	-14%	-5%
COc1ccc2c(=O)c(-c3ccc4c(c3)OCCCO4)c(C)oc2c1	-1%	6%
N#Cc1cccnc1NCCNC(=O)Nc1cn[nH]c1	0%	-7%
N#Cc1ccccc1NC(=O)C1(c2ccccc2)CCCC1	0%	0%
CCOc1cc(C)c(C(C)C)cc1S(=O)(=O)n1ccnc1C	-8%	-4%
CCC(=O)N1c2ccccc2CC1C(=O)NCCCN1CCN(c2ccc(F)cc2)CC1 (configuration not stated)	13%	-12%
CCc1cccc(NC(=O)Cn2cc(C(=O)c3ccncc3)c(=O)c3cc(C)c(C)cc32)c1	1%	-12%
CCC1=C(c2ccc(C)cc2)S(=O)(=O)N=C1N1CCC(C(=O)NCc2ccccc2Cl)CC1	-11%	10%
COc1ccc(/C=C/C(=O)NCc2ccc(C)cc2)cc1	-7%	-6%
CC(=O)c1ccc(NC(=O)Cn2ncc3c4ccccc4n(Cc4ccccc4)c3c2=O)cc1	-5%	-7%[57.5 µM]
COc1ccccc1N1CCN(C(=O)c2cc(-c3ccc(F)cc3)on2)CC1	-7%	?
Cc1c(C)n(Cc2ccc(Cl)cc2)c2ccc(C(=O)NCCc3ccc(S(N)(=O)=O)cc3)cc12	3%	16%
CCN(Cc1ccccc1)C(=O)Cn1c(=O)n(-c2ccccc2)c(=O)c2c1c1cc(C)ccc1n2C	-6%	3%
COc1cc(NC(=O)Cn2ccn(-c3cc(C)cc(C)c3)c(=O)c2=O)cc(OC)c1	-12%	-5%
CC(C)OCCCN(C)C1CCN(S(=O)(=O)c2csc(C(N)=O)c2)CC1	8%	9%
Cc1ccc2nc(CSc3nnc(N4CCCC4)n3-c3cccc(Cl)c3)cn2c1	4%	5%
CCOc1ccc(Br)cc1C1NC(=O)c2c(sc3c2CCN(C)C3)N1 (configuration not stated)	69%[activator][57.5 µM]	1%[57.5 µM]
CCCNc1c(NS(=O)(=O)c2ccc(Cl)s2)c(=O)oc2ccccc12	-9%	7%
COC(=O)c1cccc(Nc2nn3c(=O)c4cc5c(cc4nc3s2)OCO5)c1	65%[activator]	-4%
Cc1ccccc1Cn1c(=O)n(CC2CCC(C(=O)N3CCOCC3)CC2)c(=O)c2sccc21 (configuration not stated)	2%	-11%
CCn1c(=O)c2c(nc(-n3nc(C)c(C)c3C)n2C(C)C)n(C)c1=O	-14%	-6%
CCOc1cccc(OCCn2c(-c3ccc(OC)cc3)nc3ccccc3c2=O)c1	-13%	2%
Cc1ccn2c(=O)cc(CSc3nnc(NC(=O)c4ccccc4Cl)s3)nc2c1	10%	1%
COc1cccc2sc(NC(=O)c3ccc4c(c3)OCCO4)nc12	2%	-4%
Cc1oc(-c2ccccc2)nc1C(=O)NC1CCCCCC1	-4%	2%
COc1ccccc1C(=O)CSc1ccccc1Cl	-5%	-10%
CCOc1ccc(-c2nnc(SCC(=O)NCCc3ccc(OC)c(OC)c3)nc2-c2ccc(OCC)cc2)cc1	-4%	-8%
CCS(=O)(=O)N1CCCC(C(=O)NCCOC)C1 (configuration not stated)	28%	0%
CC(C)NC(=O)N1CCN(S(=O)(=O)c2ccc3c(ccn3C)c2)CC1	-18%	-1%
CCOc1ccc(CNC(=O)CCn2c(=O)c3cccn3c3ccc(F)cc32)cc1	2%	-8%[57.5 µM]
O=C(Cn1nc(C(=O)O)c2ccccc2c1=O)NC(=O)c1ccc(Cl)cc1	-2%	-2%
Cc1ccc(CCNC(=O)c2ccc(Cn3c(=O)c4cccn4c4cccnc43)cc2)cc1	-11%	4%
CCOc1ccccc1Nc1nc2c(S(=O)(=O)c3ccc(C)cc3)nnn2c2ccsc12	0%&3%	-5%&-25%
CCCCn1nnc(NC(=O)COc2ccc(C3CCCCC3)cc2)n1	-3%	-3%
CCOC(=O)c1c(C)[nH]c(C)c1S(=O)(=O)N(C)CC(=O)N1CCN(c2ccccc2OC)CC1	14%	-2%
CNC(=S)NNC(=O)c1cc(F)cc(F)c1	-4%	0%
COC(=O)C1CN(Cc2ccccc2)CCC1=O (configuration not stated)	9%	-3%
COc1ccccc1N=C1NN=C(c2ccc3c(c2)CC(C)N3S(C)(=O)=O)CS1 (configuration not stated)	-3%	-16%
Cc1c(NC(=O)C(C)(C)Oc2ccc(Cl)cc2)cccc1-c1nc2ncccc2o1	?	-17%
O=C(NCc1cccs1)c1ccc(-c2ccccc2)cc1	-2%	-2%
CN(C)S(=O)(=O)c1ccc(=O)n(CC(=O)c2c[nH]c3ccccc23)c1	7%	6%
CCc1ccc2nc(N(Cc3cccnc3)C(=O)c3ccc(C#N)cc3)sc2c1	1%	-3%
CC(NCc1ccc(-c2ccccc2)o1)c1ccccc1 (configuration not stated)	-8%	-8%
CCSc1ncc(Cl)c(C(=O)Nc2c(C(=O)Nc3ccc(Cl)cc3)oc3ccccc23)n1	-17%	-12%
O=C(Nc1ccc(F)c(F)c1)C1CCCN1S(=O)(=O)c1cccc2nsnc12 (configuration not stated)	22%[57.5 µM]	-6%[57.5 µM]
COc1ccccc1NC(=O)C1=C(C)Nc2nc(SCc3ccccc3)nn2C1c1cccs1 (configuration not stated)	-20%	-2%
COc1ccc(OC)c(CNC(=O)c2cnc3c(C)cccn3c2=O)c1	6%	2%[57.5 µM]
CC(NC(=O)c1cc2cc(Br)cc(Br)c2o1)C1CC2CCC1C2 (configuration not stated)	-12%	-9%
O=C(Nc1cc(-c2ccc(Br)cc2)no1)c1ccco1	-8%	-1%
More records follow:
SMILES	AID inhibitor	UDG counterscr
Cc1oc(-c2ccccc2)nc1Cn1ncc2ccccc2c1=O	-8%	-2%
CN1CCN(C(=O)CN(C2CCCCC2)S(=O)(=O)c2ccc(Br)cc2)CC1	-6%	-1%
Cc1cc(C)c(Cn2c3ccccc3c3cnn(CC(=O)N4CCCCC4)c(=O)c32)c(C)c1	10%	-1%
CSc1ccccc1C(=O)NCC(C)C	4%	5%
CC(=O)N1c2ccc(S(=O)(=O)NCC3CCC(C(=O)NCCC(C)C)CC3)cc2CC1C (configuration not stated)	4%	4%
CSc1ccc(CCNC(=O)C2CCN(c3ncnc4c3nc3n4CCCCC3)CC2)cc1	13%	4%
Cc1c(C(=O)Nc2nc(-c3ccc(F)cc3)ns2)oc2ccc(Br)cc12	10%	8%[57.5 µM]
O=C(Cc1ccc(F)cc1)NCCc1csc(-c2ccc(C(F)(F)F)cc2)n1	-7%	-4%
CCOc1ccccc1NC(=O)c1c(NC(=O)COc2ccc(Cl)cc2)sc2c1CCCCC2	43%	9%
O=C(CSc1nc2ccsc2c(=O)n1-c1ccccc1)NC1CCCC1	6%	1%
Cc1cccc(OCCn2c(CN3CCOCC3)nc3scc(-c4cccs4)c3c2=O)c1	-27%	-24%
Cc1occc1-c1nnc(SCc2cc(-c3cccs3)on2)o1	-17%	-9%
CCC(C)NC(=O)CCSc1nc(-c2ccc(OC)cc2)cc(C(F)(F)F)n1 (configuration not stated)	5%	-8%
CC(OC(=O)CC12CC3CC(CC(C3)C1)C2)C(N)=O (configuration not stated)	0%	-4%
CCCCN(C)C(=O)c1ccc(S(=O)(=O)NCc2ccco2)cc1	-3%	-1%
CCN(C(=O)CSc1nnc(N2CCOCC2)n1-c1cccc(F)c1)C1=CCCCC1	-2%	-7%
COc1ccc(CCNC(=O)c2cc(C)nc3c2c(C)nn3-c2ccccc2)cc1OC	2%	3%
CCCN1C(=O)CN(C2CCCCC2)C(=O)C1c1ccc(OC)c(OC)c1 (configuration not stated)	4%	-9%
COc1ccc(C)cc1NC(=O)CN1CCN(CC(=O)Nc2ccccc2F)CC1	-8%	-12%
CCC1CCc2c(sc(NC(=O)C(CC)CC)c2C#N)C1 (configuration not stated)	5%	-11%

5 of the entries above in order of their number in AID inhibitor, low to high:
SMILES	AID inhibitor
Cc1occc1-c1nnc(SCc2cc(-c3cccs3)on2)o1	-17%
COc1ccc(C)cc1NC(=O)CN1CCN(CC(=O)Nc2ccccc2F)CC1	-8%
CCCCN(C)C(=O)c1ccc(S(=O)(=O)NCc2ccco2)cc1	-3%
CC(OC(=O)CC12CC3CC(CC(C3)C1)C2)C(N)=O (configuration not stated)	0%
COc1ccc(CCNC(=O)c2cc(C)nc3c2c(C)nn3-c2ccccc2)cc1OC	2%

Other results:
SMILES	AID inhibitor	UDG counterscr
COc1ccc(C2CC(=O)Oc3c2c(=O)[nH]c2ccccc32)cc1OC (configuration not stated)	5%	4%
N#Cc1ccc(CS(=O)(=O)Cc2cccc(F)c2)cc1	-1%	-8%
COC(=O)c1ccc(OC(=O)c2ccccc2OCc2ccc(Cl)cc2)cc1	0%	5%
O=C(C1CCCN(S(=O)(=O)c2cccc3nonc23)C1)N1CCN(c2ccccc2Cl)CC1 (configuration not stated)	?	-13%
CC(=O)Nc1ccc(S(=O)(=O)NCC2CCC(C(=O)NCc3ccccc3Cl)CC2)cc1 (configuration not stated)	2%	-8%
CCC(Sc1nc2cc3c(cc2c(=O)n1CCCC(=O)NCc1ccc2c(c1)OCO2)OCO3)C(=O)NCCCOC (configuration not stated)	2%	-5%
COc1cc(C(CC(=O)Nc2ccc(Br)cn2)N2Cc3ccccc3C2=O)cc(OC)c1OC (configuration not stated)	31%[activator]	-2%
COc1ccccc1-n1cc2c(c1-c1ccc(C)cc1)c(=O)n(C)c(=O)n2C	-12%	-1%
N#Cc1nc(Cc2cccc3ccccc23)oc1NCc1ccc(F)cc1	-14%	-10%
Cc1csc(NC(=O)c2[nH]c3c(c2C)C(=O)CCC3)n1	12%	-5%

Quoted at random: 3 entries already listed.
SMILES	AID inhibitor	UDG counterscr
COc1ccccc1C(=O)CSc1ccccc1Cl	-5%	-10%
CC(C)NC(=O)N1CCN(S(=O)(=O)c2ccc3c(ccn3C)c2)CC1	-18%	-1%
Cc1ccc(CCNC(=O)c2ccc(Cn3c(=O)c4cccn4c4cccnc43)cc2)cc1	-11%	4%

The listing continues:
SMILES	AID inhibitor	UDG counterscr
Cc1cccc(-c2nc3scc(CCNC(=O)c4ccc(Br)o4)n3n2)c1	-9%	4%
COCCOc1cccc(N)c1	2%	2%
O=C(c1cc2ccccc2oc1=O)N(Cc1cccs1)C1CC1	5%	-2%
Cc1cccc(C(C)C)c1NC(=O)CSc1ccccc1Cl	-13%	-15%
CCN(C)Cc1cccc(CNC(=O)c2cc(C)nc3ccccc23)c1	4%	-8%

For convenience, some entries already given.
SMILES	AID inhibitor	UDG counterscr
COc1ccccc1-n1cc2c(c1-c1ccc(C)cc1)c(=O)n(C)c(=O)n2C	-12%	-1%
N#Cc1nc(Cc2cccc3ccccc23)oc1NCc1ccc(F)cc1	-14%	-10%
Cc1csc(NC(=O)c2[nH]c3c(c2C)C(=O)CCC3)n1	12%	-5%
Cc1cccc(-c2nc3scc(CCNC(=O)c4ccc(Br)o4)n3n2)c1	-9%	4%
COCCOc1cccc(N)c1	2%	2%

Entries of single compounds, looked up by structure. Values in the order: AID inhibitor, UDG counterscr
CC(=O)N1c2ccc(S(=O)(=O)NCC3CCC(C(=O)NCCC(C)C)CC3)cc2CC1C (configuration not stated) in the list: 4%, 4%
O=C(Nc1ccc(F)c(F)c1)C1CCCN1S(=O)(=O)c1cccc2nsnc12 (configuration not stated) in the list: 22%[57.5 µM], -6%[57.5 µM]

These rows are one share of the data (hit frequency here may not be typical).
